CFTR F508del cor: correctors of CFTR F508del function in bronchial epithelial cells; 350,000 tested, 0.36% active; activity (quench increase), % at 7.58 µM; CFBE cells, YFP halide quenching; stimulated with forskolin plus potentiator P3; % fluorescence drop versus neutral controls;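 active means mean added fluorescence quench of at least 8% versus neutral control, with both replicates also reaching 8%; inconclusive means only one of the mean or replicate conditions met; inactive means mean below 8% and not both replicates reaching 8%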;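 further: cells transiently co-express mutant CFTR-F508del with the halide-sensitive YFP; corrector assay measuring rescue of mutant channel to the surface after 24 h compound exposure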
GSIS activator: primary screen for activators of insulin secretion dependent on glucose, INS-1E cells, GLuc reporter luminescence; INS-1E GLuc reporter insulin secretion, 2-3 h; activation, % at 16.6 µM; 370,000 tested, 0.61% active; AID 743287;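 active means lowest replicate activation of at least 40%, so every replicate reaches that level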;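 further: 0% = median of neutral control wells and 100% = median of IBMX positive control wells; some compounds called inactive have numbers as strong as hits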
DENV2 CPE: inhibitors of DENV2 cytopathic effect; DENV2-infected cells, cytopathic effect rescue, plate reader; CPE inhibition, % at 9.99 µM; 350,000 tested, 1.7% active; AID 651640; in the data active means CPE inhibition above about 20%, passing the limit was not always enough; inconclusive means no clear call, values can overlap the other calls; tested in BHK-21 cells;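 further: 0% = median of neutral control wells and 100% = median of positive control wells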
miR122 inh: blocks miR-122 activity in Huh7 sensor cells; activation (reporter increase), % at 12.5 µM; 340,000 tested, 0.3% active; Huh7 miR-122 Renilla luciferase sensor, 48 h; neutral wells = 0, positive control = 100; AID 602342;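 active means mean replicate activation score at least 90 and every replicate individually at or above 90; inconclusive means only one of the two criteria met; inactive means neither criterion met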;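 further: higher luciferase means less miR-122 activity so hits act as miR-122 inhibitors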
PAX8 inh HTS: inhibitors of PAX8 transcriptional activity in RMG-I cells. inhibition, % at 12.6 µM. AID 652154. RMG-I TPO-luciferase reporter, SteadyGlo, 24 h. 360,000 tested, 1.2% active;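 active means mean replicate inhibition at least 60% with every replicate also reaching 60%; inconclusive means only one of the two criteria is met; inactive means mean below 60% and not all replicates reaching 60%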;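 further: luciferase light reporting Pax8 driven TPO promoter activity; plate controls were median of neutral control wells for no effect and mitoxantrone controls for full effect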
EWS-Fli block: EWS/Fli transcriptional activity inhibition. A673 NR0B1-luciferase reporter, viability-normalised. inhibition, % at 12.6 µM. 350,000 tested, 0.67% active. AID 651661;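 active means mean inhibition of at least 50% after viability correction, with every replicate also passing that limit; inconclusive means mean reaches 50% but only one of two replicates passes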;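 further: firefly luciferase signal divided by Alamar Blue viability fluorescence both relative to DMSO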
FN deposit inh: fibronectin deposition inhibition; 350,000 tested, 0.086% active; AID 743247; AH1F fibroblasts, Alexa488-fibronectin deposition fluorescence, overnight; inhibition, % at 12.6 µM;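 active means mean inhibition across replicates of 30% or more, regardless of how many single replicates reach that level; inconclusive means mean under 30% yet at least half of replicates reach 30%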;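 further: positive control wells lacked labelled fibronectin entirely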
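material = AH1F fibroblast monolayer depositing Alexa488-labelled fibronectin into matrix | amount = 10000 AH1F cells/well | buffer or medium = DMEM plus 2% serum, read in PBS | incubation = 1 h cell adhesion before compound, then overnight fibronectin incubation | detection = fluorescence at 485 nm excitation, 525 nm emission | evaluation = percent inhibition as loss of matrix-bound fibronectin fluorescence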
Starred values were filed as active, the others as inactive; u = inconclusive; x = not tested or not shown; & = joins results of further samples; [ ] = remark or other dose. An unsorted share of the library; 3.9% or so of the library scored in one or more.

SMILES	CFTR F508del cor	GSIS activator	DENV2 CPE	miR122 inh	PAX8 inh HTS	EWS-Fli block	FN deposit inh
CC1(c2ccccc2)CC(C)(C)N(C(=O)CSc2nnc(N)s2)c2ccccc21 (stereo not drawn)	x	-26	x	x	-3	x	7
C/C=C/c1cccc(-c2nc(C(=O)N(C)C)cc3c2[C@H](CCO)N([S@@](=O)C(C)(C)C)C3)c1	2.1	4	0	x	-17	4	-31
O=C(CC1CC1)N1CC(=O)N2[C@H](CO)[C@H](c3ccc(C#Cc4ccccc4)cc3)[C@H]2C1	2.9	-10	-4	x	x	4	x
O=C(O)Cc1ccc(NC(=O)c2ccc3c(c2)C(=O)N(CC2CCCO2)C3=O)cc1 (stereo not drawn)	-0.8	22	12	-3	-19	x	x
CN(c1ccccc1)S(=O)(=O)c1cccc(C(=O)OCC(=O)NCCCN2CCCC2=O)c1	1.0	0	1	4	-11	6	1
COc1ccc(C(=O)NCCn2cc(SCC(=O)Nc3nnc(C)s3)c3ccccc32)cc1	-0.7	-15	x	1	x	-20	x
O=S(=O)(NCc1cccs1)c1ccc(Cl)s1	-3.0	17	-6	70	21	x	2
COc1ccc(Cl)cc1NC(=O)CN(C)C(=O)c1cc(-c2cccs2)nn1-c1ccccc1	-1.4	-7	1	1	24	2	8
CN(C)CCNC(=O)/C=C/c1cn(-c2ccccc2)nc1-c1cc2ccccc2oc1=O	1.9	2	0	-5	19	6	0
Cc1cccc(NC(=O)CCS(=O)(=O)c2ccccc2)n1	-1.2	7	u	x	-25	-11	2
CCn1cc(Cl)c(C(=O)Nc2c(C)nn(Cc3c(F)c(F)c(F)c(F)c3F)c2C)n1	1.1	-6	4	x	-3	-1	-1
CN(CC(=O)Nc1ccccc1Cl)C(=O)COC(=O)c1ccc(=O)n(Cc2ccccc2)n1	0.2	8	7	-4	-2	-1	0
COc1ccc(S(=O)(=O)N2CCN(C(=O)CC(C)C)CC2)cc1	-1.2	-6	u	0	24	-12	-4
O=C(C[C@@H]1C=C[C@H](NC(=O)C2CCOCC2)[C@H](CO)O1)NCC1CCCCC1	2.7	12	-3	x	x	4	-22
COc1cc(Br)cc2cc(C(=O)N3CCOCC3)c(=O)oc12	-2.3	3	3	-5	-13	4	6
Cc1cccn2c(=O)c3cc(C(=O)N(C)C)n(C)c3nc12	x	7	x	-7	-25	x	0
COCC(=O)Nc1ccc2c(c1)OC[C@H](C)N(C(=O)NC(C)C)C[C@H](C)[C@H](OC)CN(C)C2=O	-1.8	5	-7	x	-15	-4	-2
CC(C)(C)OC(=O)N1CCC(NC(=O)c2[nH]cnc2C(=O)N[C@@H](Cc2ccccc2)C(=O)OCc2ccccc2)CC1	-0.6	x	10	43	10	-2	3
O=C(C[C@H]1CC[C@H](NS(=O)(=O)c2ccccc2)[C@H](CO)O1)N1CCc2ccccc2C1	0.8	4	4	x	7	-5	x
O=C(N/C(=C/c1cccc([N+](=O)[O-])c1)C(=O)N1CCCCCC1)c1ccco1	-1.8	21	2	x	25	13	3

Five entries drawn at random from the list so far, as already listed:
SMILES	CFTR F508del cor	GSIS activator	DENV2 CPE	miR122 inh	PAX8 inh HTS	EWS-Fli block	FN deposit inh
CC(C)(C)OC(=O)N1CCC(NC(=O)c2[nH]cnc2C(=O)N[C@@H](Cc2ccccc2)C(=O)OCc2ccccc2)CC1	-0.6	x	10	43	10	-2	3
Cc1cccn2c(=O)c3cc(C(=O)N(C)C)n(C)c3nc12	x	7	x	-7	-25	x	0
COc1ccc(Cl)cc1NC(=O)CN(C)C(=O)c1cc(-c2cccs2)nn1-c1ccccc1	-1.4	-7	1	1	24	2	8
O=C(C[C@H]1CC[C@H](NS(=O)(=O)c2ccccc2)[C@H](CO)O1)N1CCc2ccccc2C1	0.8	4	4	x	7	-5	x
O=S(=O)(NCc1cccs1)c1ccc(Cl)s1	-3.0	17	-6	70	21	x	2

(further entries)
SMILES	CFTR F508del cor	GSIS activator	DENV2 CPE	miR122 inh	PAX8 inh HTS	EWS-Fli block	FN deposit inh
CCOCCc1nnc(NC(=O)C(C)Oc2ccccc2)s1 (stereo not drawn)	-0.4	-1	-3	-1	1	4	0
Cc1noc(C)c1NC(=O)Nc1ccc2c(c1)C(=O)N([C@@H](C)CO)C[C@@H](C)[C@H](CN(C)Cc1ccccc1)OCCCC[C@@H](C)O2	-0.1	21	-3	7[16.7 µM]	16	-2	-2
Cc1noc(C)c1NC(=O)N(C)C[C@@H]1Oc2ccc(NC(=O)Nc3ccc(C(F)(F)F)cc3)cc2C(=O)N([C@@H](C)CO)C[C@@H]1C	-3.4	-13	-10	-3[16.7 µM]	-21	-1	-12
FC(F)(F)c1ccccc1-n1ccnc1	-2.0	x	-8	-5	5	8	4
C[C@@H]1CN([C@@H](C)CO)C(=O)c2cc(NC(=O)NC3CCCCC3)ccc2O[C@@H](C)CCCCO[C@H]1CN(C)C(=O)Nc1ccccc1	-1.9	-14	4	3[16.7 µM]	-13	-1	-1
CCOc1ccc(C(=O)N(CN2CCCC2=O)c2ccccc2)cc1	x	9	x	4	1	x	-9
CCc1ccc(NC(=O)C(=O)NCC2CCCN2S(=O)(=O)c2cccs2)cc1 (stereo not drawn)	1.8	-8	u	3	0	14	x
C[C@H](CO)N1C[C@H](C)[C@@H](CN(C)C(=O)Nc2ccc(F)cc2)Oc2c(cccc2N(C)C)C1=O	-0.5	-4	0	4[16.7 µM]	4	-2	11
CNC(=O)COC(=O)/C=C/c1cccc(F)c1	-1.5	-16	2	-23	11	0	-5
C[C@H](CO)N1C[C@H](C)[C@@H](CN(C)C(=O)Nc2ccc(F)cc2)OCCCC[C@H](C)Oc2ccc(NS(=O)(=O)c3ccc(Cl)cc3)cc2C1=O	-2.7	-14	-6	8[16.7 µM]	42	4	5
O=C(NCc1ccncc1)c1cn(-c2ccccc2)nc1-c1cccnc1	1.5	1	2	x	7	16	2
O=C(c1ccccc1)n1c(=O)c(F)cn(COCCBr)c1=O	0.5	2	8	-7	31	7	-2
CN1[C@@H]2Cn3c(ccc(-c4ccccc4)c3=O)[C@H]1[C@@H](C(=O)NC1CCCCC1)[C@@H]2CO	0.9	2	10	0[16.7 µM]	89*	8	x
O=P(Cc1ccccc1O)(c1ccccc1)c1ccccc1	-0.9	x	8	x	10	0	-1
Cc1cccc(NC(=O)c2ccc(-n3cncn3)c([N+](=O)[O-])c2)c1	0.4	-10	-4	x	-9	-28	1
CC(Sc1n[nH]c(N)n1)C(=O)NC1CCCCC1C (stereo not drawn)	5.3	-5	-2	5	1	-8	x
COC(=O)CCCC(=O)N1CCCC(C(=O)c2ccc(-c3ccccc3)cc2)C1 (stereo not drawn)	0.1	-10	3	2	-14	2	-3
N#CCSc1nnc(COc2ccccc2)n1-c1ccccc1	x	x	x	5	8	x	-10
O=C(C[C@@H]1C=C[C@H](NC(=O)c2ccc3c(c2)OCO3)[C@H](CO)O1)NCc1ccc(F)cc1	2.8	4	6	x	6	-1	1
COCCNC(=O)CN(C(=O)Cn1nnc2ccccc21)c1ccccc1	x	x	x	0	-2	x	-3
Cc1ccc(S(=O)(=O)N(C)C[C@@H]2OCCCC[C@@H](C)Oc3ccc(NC(=O)Nc4c(C)noc4C)cc3C(=O)N([C@@H](C)CO)C[C@H]2C)cc1	-1.3	3	-4	2[16.7 µM]	-7	18	-8
O=C(Nc1ccc(Cl)cc1C(=O)NCC1CCCO1)c1ccc(Cl)cc1Cl (stereo not drawn)	x	-6	x	8	-8	6	-7
CN1C[C@H]2[C@@H](c3ccccc31)[C@@H](CO)N2S(=O)(=O)c1ccccc1	-0.1	13	-2	14[16.7 µM]	-29	-1	-1
Cc1ccc(S(=O)(=O)NCC(C)n2cncn2)cc1C (stereo not drawn)	-2.0	2	15	1	12	6	4
COc1ccc(-n2c(CN3CCC(C)CC3)nc3ccc([N+](=O)[O-])cc3c2=O)c(OC)c1	-3.8	31	10	3	10	3	8
O=C(CN1C(=O)c2ccccc2C1=O)N1CCN(S(=O)(=O)c2ccccc2)CC1	-2.6	-2	5	26	12	-6	3
Cc1cc(C)cc(N(CCC#N)C(=O)CSc2ncnc3sccc23)c1	2.7	x	-2	3	28	-1	3
O=C(O)[C@H]1[C@H](CO)[C@H]2Cn3c(ccc(C4=CCCCC4)c3=O)[C@H]2N1Cc1ccc2c(c1)OCO2	-0.7	5	1	2[16.7 µM]	-5	-1	-4
COc1ccc(C)cc1NC(=O)c1c([N+](=O)[O-])cnn1C	-3.5	27	11	6	-58	-6	-3
O=C(O)c1ccc(N/N=C/C=C/c2ccccc2[N+](=O)[O-])cc1	1.4	17	-5	45	-151	-68	2
C[C@H](CO)N1C[C@H](C)[C@H](CN(C)C(=O)Nc2ccccc2)Oc2ncc(C#Cc3cccc(F)c3)cc2C1=O	-1.7	-20	-11	-4[16.7 µM]	x	-12	x
COc1ccc(CN(C)C[C@H]2Oc3ccc(NS(=O)(=O)c4ccc(Cl)cc4)cc3C(=O)N([C@H](C)CO)C[C@H]2C)cc1	-1.6	-6	-5	56[16.7 µM]	0	26	-1
Oc1ccccc1N1CCN(C(=S)Nc2ccc(SC(F)F)cc2)CC1	-0.9	-17	5	x	19	15	3
CO[C@H]1CN(C)C(=O)c2cc(NC(=O)C3CC3)ccc2OC[C@H](C)N(C)C[C@H]1C	1.4	10	19	x	5	1	8
O=C(CCc1nc2ccccc2n1-c1ccccc1)NCCO	-1.3	3	-3	-14	10	-7	0
COc1cccc(-c2ccc([C@H]3[C@@H](CO)N(C(=O)Cc4ccccc4)[C@H]3C#N)cc2)c1	-0.2	-10	u	x	91*	4	18
CN(C)CCNc1nc(Oc2cccc(F)c2)c2sccc2n1	-1.5	9	-9	0	12	-8	9
O=C(O)c1ccc(S(=O)(=O)c2ccc3c(c2)C(=O)N(NC(=O)c2cccnc2)C3=O)cc1	-0.2	26	7	x	2	4	2
COCCCNC(=O)c1ccc(-n2nc(C(F)(F)F)cc2-c2cccs2)cc1	x	-14	x	-3	15	x	-6
Cc1ccc(C(C(=O)NCC2CCCO2)N(C(=O)c2snc(C(N)=O)c2N)c2ccccc2)o1 (stereo not drawn)	-3.1	-8	2	0	17	3	2
CCc1cc2c(SCC(=O)NC3CCCC3)ncnc2s1	1.0	-22	-14	-1	-8	-2	-2
CCCCc1nc2cc(C(=O)N3CCNC(=O)C3CC(=O)OC)ccc2o1 (stereo not drawn)	1.8	3	-1	x	-26	x	-1
Cc1ccccc1-c1nc(NCC2CC2)nc2ccsc12	3.1	-2	5	-2	4	-5	2
CO[C@H]1CN(C)C(=O)c2cc(NC(=O)C3CCC3)ccc2OC[C@H](C)N(C(=O)CN(C)C)C[C@H]1C	0.6	15	4	x	-2	-1	-3
C[C@H](NC(N)=O)C(=O)Nc1ccc2c(c1)OCO2	0.1	24	9	0	-17	-1	1
O=C(O)CCSc1ccc2ccccc2n1	x	16	x	-6&-1	6	x	1
CCCC(=O)N1CC2(C1)CN(C(=O)Cc1ccccn1)[C@@H](CO)c1[nH]c3cc(OC)ccc3c12	0.6	8	2	x	x	-4	x
C=CCOc1ccc(C(c2c(C)n(C)n(-c3ccccc3)c2=O)c2c(C)n(C)n(-c3ccccc3)c2=O)cc1	-2.8	-37	6	1	1	-1	-1
CC(CCN1C(N(C)C)=NC[C@@H]1C)c1ccccc1 (stereo partly drawn)	2.2	4	x	-1	-4	-7	3
CCn1nnnc1SCC(=O)Nc1nc(-c2cccs2)cs1	x	x	x	-1	12	x	-9
